Compound activity from PubChem BioAssay.
HT1080 viability: cytotoxicity in HT1080 fibrosarcoma cells, cell-based, fluorescence readout (AID 620); HT1080 viability, fluorescence; higher % means a stronger effect; cytotoxicity, % at 10 µM, or EC50 in µM where a hit was titrated; 87,000 tested, 0.42% active; in the data active = cytotoxicity above about 50%;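 note: cells exposed to compound overnight then 4 h with Alamar Blue; 0% = vehicle DMSO and 100% = killing control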
The depositor's hits bear a star. Only part of the results is shown; the hit share may differ from the screen's.

SMILES | HT1080 viability
N#Cc1ccc(C23CC4(C2)[C@H](CN(Cc2ccc(C(F)(F)F)cc2)[C@@H]4c2ccccc2)C3c2ccc(Cl)nc2)cc1 (stereo partly specified) | -1%
COC(=O)[C@H]1C[C@@H]1[C@H](NC(=O)c1cnccn1)c1ccccc1 | -13%
O=[N+]([O-])c1ccc(/C=N/Nc2nc(N3CCCCCC3)nc(N3CCCCCC3)n2)o1 | -10%
CSc1ccccc1NC(=O)Nc1cccc(Cl)c1 | 1%
CC(C)C(NC(=O)CN(c1cccc(F)c1)S(C)(=O)=O)C(C)C | -3%
C/C(=N/NC(=O)c1cccc(C)c1)c1c(O)cc(C)oc1=O | -5%
CCC(C(=O)NC1CCCC1)N(C(=O)Cn1nnc(-c2ccc(C)cc2)n1)C1CCCC1 (stereo unspecified) | 9%
COC(=O)[C@@]1(Cc2ccccc2)[C@H]2c3cc(C(=O)N4CCCC4)n(CCSCCO)c3C[C@H]2CN1C(=O)c1ccccc1 | -10%
CCCCS(=O)CC(O)COCC (stereo unspecified) | 10%
CCCc1cc(SCC(=O)Nc2c(C)n(C)n(-c3ccccc3)c2=O)n2c(nc3ccccc32)c1C#N | -5%
N/N=c1\sc2ccccc2n1-c1ccccc1 | -1%
COc1ccc(-c2nc3ccccc3n2Cc2ccccc2)cc1 | -20%
COc1ccccc1C(=O)N1CC2(C)CC1CC(C)(C)C2 (stereo unspecified) | -4%
Cn1ncc(C#N)c1/N=C/N1CCCCCC1 | 0%
Cc1csc(NC(=O)Cc2coc3cc(C)c(C(C)C)cc23)n1 | -6%
Cc1ccc2cc(C#N)c(N3CCCN(S(=O)(=O)c4ccc(F)cc4)CC3)nc2c1 | -4%
Cc1ccc(C(=O)N2CCN(C(=O)N3CCOCC3)CC2)cc1 | -1%
O=[N+]([O-])c1ccc(Sc2cccc3cccnc23)c([N+](=O)[O-])c1 | 8%
CC1(C)Cc2c(cnn2-c2ccccc2)C(=O)/C1=N\NC(=O)c1ccccc1 | 8%
COc1cc(Cl)cc(C2NC(=O)NC(C)=C2C(C)=O)c1OCC(=O)O (stereo unspecified) | -3%
Cn1c(C(=O)Nc2ccccc2)cc2sccc21 | 15%
Cc1sc2ncnc(NCc3ccccc3)c2c1C | 17%
CCCCc1ccc(NS(=O)(=O)c2cccs2)cc1 | -4%
CCCSc1nsc(SCCC)c1C#N | -7%
NS(=O)(=O)c1ccc(CCNc2nc(CN3CCCCC3)nc3sc4c(c23)CCC4)cc1 | 28%
COc1ccc(N(C(=O)Cc2cccs2)C(C(=O)NC2CCCCC2)c2cccn2C)cc1OC (stereo unspecified) | -7%
O=C(CCS(=O)(=O)c1ccc(Br)cc1)NC1CCCC1 | -3%
COc1ccc(/C=C2\CCc3ccccc3C2=O)cc1Cn1cccn1 | -7%
O=C(O)c1cccc(NC(=O)c2ccc3c(c2)C(=O)N(CC2CCCO2)C3=O)c1 (stereo unspecified) | -2%
Cn1c(=O)[nH]c2sc3c(c2c1=O)CC(C)(C)OC3 | 27%

Single values from the list.
Result for Cc1ccc2cc(C#N)c(N3CCCN(S(=O)(=O)c4ccc(F)cc4)CC3)nc2c1 in HT1080 viability: -4%
Result for CCCc1cc(SCC(=O)Nc2c(C)n(C)n(-c3ccccc3)c2=O)n2c(nc3ccccc32)c1C#N in HT1080 viability: -5%
Result for Cn1ncc(C#N)c1/N=C/N1CCCCCC1 in HT1080 viability: 0%
Result for COc1ccc(-c2nc3ccccc3n2Cc2ccccc2)cc1 in HT1080 viability: -20%
Result for O=C(CCS(=O)(=O)c1ccc(Br)cc1)NC1CCCC1 in HT1080 viability: -3%
Result for Cn1c(=O)[nH]c2sc3c(c2c1=O)CC(C)(C)OC3 in HT1080 viability: 27%
Result for COc1ccccc1C(=O)N1CC2(C)CC1CC(C)(C)C2 (stereo unspecified) in HT1080 viability: -4%

Other results.
SMILES | HT1080 viability
COc1cc(Cl)c(C)cc1NC(=O)COC(=O)/C=C/c1c(C)nn(C2CCS(=O)(=O)C2)c1Cl (stereo unspecified) | -1%
CC(C)(C)C(=O)Nc1sc2c(c1-c1nc3ccccc3[nH]1)CCCC2 | 3%
O=C(Nc1sc2c(c1-c1nc3ccccc3[nH]1)CCCC2)C1CCCC1 | -2%
O=c1oc2ccc3ccccc3c2c2c1SC(C(F)(F)F)C2 (stereo unspecified) | 4%
CCOc1ccc(OCc2ccc(C(=O)Nc3cccnc3)o2)cc1 | -3%
Cc1nn(-c2ccccc2)c(C)c1C(=O)OCC(=O)N1c2ccccc2NC(=O)C1(C)C | -8%
Cc1ccc(N(CC(=O)NCC2CCCO2)C(=O)CCC(=O)Nc2ccccn2)cc1C (stereo unspecified) | -6%
CCCCCCN(C(=O)CCCCCN1C(=O)NC(c2ccc(-c3ccccc3)cc2)C(C(=O)OCc2ccccc2)=C1C)C(C(=O)NCCCC)c1ccc(O)c(C(=O)OC)c1 (stereo unspecified) | -17%
O=[N+]([O-])/C=C/c1c(OCc2ccccc2)ccc2ccccc12 | 13%
CC1CCN(CCCNC(=O)c2ccc3c(=O)n(CCc4ccccc4)c(=O)[nH]c3c2)CC1 | 5%
Cc1cc(SCC(=O)c2cc3ccccc3o2)nc2ccccc12 | 19%
COc1ccc(N2CCN(C(=O)CCc3nc(-c4ccc(C)cc4)no3)CC2)cc1 | 14%
Cc1ccc(CNC(=O)[C@H]2C[C@@H]2[C@H](NP(=O)(c2ccccc2)c2ccccc2)c2ccccc2)o1 | -13%
O=C1Nc2ccccc2C12NCCc1c2[nH]c2ccccc12 (stereo unspecified) | -1%
CCOC(=O)CCC(=O)N1CCOCCOCCN(C(=O)CCC(=O)OCC)CCOCC1 | -14%
CC1=CC=CC2=NC(=O)CC(C)(C(=O)N(CC(=O)NC3CCCC3)c3ccccc3C)N12 (stereo unspecified) | -4%
Cn1ncc(Cl)c1C(=O)Nc1ccc(Cl)cn1 | -4%
CCOC(=O)C(C)CC(C)C(=O)N1CCOCCOCCN(C(=O)C(C)CC(C)C(=O)OCC)CCOCC1 (stereo unspecified) | -13%
Cc1ccccc1OCCn1cnc2c(N)ncnc21 | 3%
COC(=O)c1ccc(-c2ncc(-c3cccc4ccccc34)o2)cc1 | -15%
Cn1nc(CC(=O)NCc2cccc3ccccc23)c2ccccc2c1=O | 1%
CC(C)Sc1nnc([C@H](Cc2c[nH]c3ccccc23)NC(=O)OC(C)(C)C)o1 | -4%
Cc1ccc(C(OC(=O)c2ccco2)C(=O)NC2CCCCC2)cc1 (stereo unspecified) | -22%
Cc1cc(SCC#N)n2nc(C)c(-c3ccc(Cl)cc3)c2n1 | -11%
CC1CC(C)(C)CC2(C1)NC(=S)N(c1ccccc1)N2 (stereo unspecified) | -12%
CC(C)c1c(O)nc(SCCN2CCOCC2)[nH]c1=O | -13%
O=c1c2c(ncn1CCO)nc1n2CCC1 | 4%
COC(=O)COc1ccccc1C(N)=O | -13%
Cc1ccc(NC(=O)CCN2C(=O)CSC2=O)c(C)c1 | -8%
COC(=O)CCN(C1CCCCC1)S(=O)(=O)c1ccc(S(=O)(=O)NC2CCCCC2)cc1 | -10%
O=C(/C=C/c1ccc(Cl)c(Cl)c1)n1cccn1 | 0%
Cc1nc(SCC(O)CCl)c([N+](=O)[O-])[nH]1 (stereo unspecified) | -6%
Cc1ccc(S(=O)(=O)n2cnc3ccccc32)cc1 | -6%
CN(CC(=O)N1CCN(c2cccc(Cl)c2)CC1)S(=O)(=O)c1cnc[nH]1 | 9%
Cn1c(=O)c(-[n+]2ccccc2)c([O-])c2ccccc21 | 7%
Cc1ccc(S(=O)(=O)N(CC(O)CN2C(=O)NC(C)(C)C2=O)c2ccccc2)cc1 (stereo unspecified) | -6%
CC(NC(=O)c1ccccc1F)C(=O)O (stereo unspecified) | -5%
CCOc1ccccc1N1CCN(Cc2ccco2)CC1 | 4%
COc1ccccc1NCCC#N | 13%
CC1=CC(C)(C)NC(=S)N1c1ccc(C)cc1 | -7%
CCCCc1nc2ccccc2c(NC(=O)CN2CCCC2)c1CCC | 3%
CCC(c1nnnn1CC1CCCO1)N(CCCO)Cc1cc2cccc(C)c2[nH]c1=O (stereo unspecified) | -13%
C#CCCCC(=S)Nc1ccccc1 | -15%
COCCNC(=O)COc1ccc(C)cc1C | -12%
Fc1ccccc1-n1[nH]nnc1=S | -11%
CNC(=S)NN(c1ccccc1)c1ccccc1 | 30%
COc1cccc(C(=O)O/N=C/c2ccc(Sc3ccc(C)cc3)nc2)c1 | 9%
N#Cc1c(SCc2nc3ccccc3[nH]2)nc2c(c1C(F)(F)F)CCC2 | 0%
Cc1nccn1CC(O)Cn1c2ccccc2c2ccccc21 (stereo unspecified) | 9%
COc1ccc(Nc2ncnc3ccccc23)c(OC)c1 | 4%
Brc1ccc(Oc2ncc(CN3CCN(c4ccccc4)CC3)s2)cc1 | -7%
Cc1ccc(C(=O)COC(=O)CCC(=O)NC2CCCCC2)cc1C | 0%
Cc1cc(-c2ccccc2)nc(Oc2cccc(C(F)(F)F)c2)c1S(C)(=O)=O | -2%
Cc1nc2ccccc2n1C1CC(=O)N(N(C)C)C1=O (stereo unspecified) | 15%
CCCc1cc(=O)[nH]c(SCC(=O)N(CC)C2CCS(=O)(=O)C2)n1 (stereo unspecified) | 1%
Cc1ccc(CNC(=O)c2nc3nc(C)cc(C)n3n2)cc1 | -15%
Cc1cc2c(c(=O)n1CCc1ccccc1)C(c1ccco1)C(C#N)=C(N)O2 (stereo unspecified) | 10%
CCN(CC)c1ccc(NC(=O)OC)cc1 | 2%
COc1ccc(C)cc1S(=O)(=O)Nc1cccc(Cl)c1Cl | -2%
O=C(O)C1(NS(=O)(=O)c2ccc(Cl)cc2)CCCCC1 | -17%
(list continues)
SMILES | HT1080 viability
Cc1ccc(CNc2ncnc3cc(Cl)ccc23)o1 | 27%
O=C1C=C(c2cccs2)CC(c2cccs2)C1n1cnc([N+](=O)[O-])c1 (stereo unspecified) | -2%
CCOc1ccc(-n2nc3ccc(NC(=O)c4ccc5c(c4)OCCO5)cc3n2)cc1 | 11%
O=C(O)C1CCC(=O)N1Cc1ccc(F)cc1 (stereo unspecified) | -6%
Cc1ccc(-c2nn(C)c(=O)c3ccccc23)cc1CNC(=O)/C=C/c1ccccc1 | 22%
COc1cccc(-n2nc(-c3ccnn3-c3ccc(C)cc3)c(=O)n(C)c2=O)c1 | 12%
Cc1cc(C)n(-c2c(F)c(F)c(CO)c(F)c2F)n1 | -14%
COC(=O)[C@@]1(Cc2ccc(F)cc2)[C@H]2c3cc(C(=O)N4CCCC4)n(CCc4c[nH]c5cc(F)ccc45)c3C[C@H]2CN1C(=O)c1ccccc1 | -13%
CCC(C)Oc1nc2ccccc2nc1NS(=O)(=O)c1ccccc1 (stereo unspecified) | -2%
COC(=O)c1ccccc1NC(=O)/C=N/O | 18%
CCCN1C2=NCCCN2c2ccccc21 | -6%
Cc1ccnc(NS(=O)(=O)c2ccc(N)cc2)n1 | -31%
CCOC(=O)CNC(=O)c1ccc(C)cc1 | -3%
C=CCn1c(O)c(N=NC(=S)Nc2ccc(OC)cc2)c2ccccc21 | 20%
CCCCSc1nc2ccc(Nc3nc(N4CCOCC4)nc(N4CCOCC4)n3)cc2s1 | 7%
CC1(C)Cc2c(cnn2-c2ccccc2)C(=O)/C1=N\NC(=O)c1ccccc1O | -2%
COc1cccc2cc(C(=O)NCc3ccco3)c(=Nc3ccc(C(=O)O)cc3)oc12 | 7%
COc1ccc(-c2nnn(CC#N)n2)cc1OC | 4%
Oc1ccc(-c2csc(-c3ccccc3)n2)cc1O | 16%
CC(=O)Nc1ccc(S(=O)(=O)NCc2ccc(C(=O)NC(C)c3ccccc3)cc2)cc1 (stereo unspecified) | 20%
COc1ccc(-n2ncc3c(SCC(=O)N4CCN(c5ccccc5OC)CC4)ncnc32)cc1 | -16%
CCCS(=O)(=O)N1CCN(C(=O)COc2ccccc2)CC1 | -7%
COC(=O)c1ccc(CSc2nc3ccccc3c(=O)n2CC(C)C)o1 | -2%
CCN1/C(=C/c2ccc3ccccc3[n+]2CC)C=Cc2ccccc21 | 54%*
Cc1ccc(NC(=O)c2ccc(Cn3cc(Br)cn3)o2)cc1 | -13%
O=C1CC(NCc2cccs2)C(=O)N1c1ccc(Cl)cc1 (stereo unspecified) | -2%
C=CCOC(=O)C1=C(C)NC(SCC(=O)Nc2ccccc2)=C(C#N)C1c1ccco1 (stereo unspecified) | -6%
O=C(COC(=O)c1ccc(Sc2ccccc2)c([N+](=O)[O-])c1)NC1CCCc2ccccc21 (stereo unspecified) | 4%
CCN(CCO)c1ncnc2c1sc1nc(CC(C)C)c3c(c12)CC(C)(C)OC3 | -8%
Cc1nc2ccccc2n1C1CC(=O)N(Cc2ccccc2)C1=O (stereo unspecified) | -14%

3 structures already listed, sorted by molar mass, falling:
SMILES | HT1080 viability
C=CCOC(=O)C1=C(C)NC(SCC(=O)Nc2ccccc2)=C(C#N)C1c1ccco1 (stereo unspecified) | -6%
O=C1CC(NCc2cccs2)C(=O)N1c1ccc(Cl)cc1 (stereo unspecified) | -2%
COc1ccc(-c2nnn(CC#N)n2)cc1OC | 4%

Other compounds follow:
SMILES | HT1080 viability
COc1ccc(C2SCC(=O)N2CCCN(C)C)cc1 (stereo unspecified) | 10%
CC(CO)N1CCS(=O)(=O)CC1 (stereo unspecified) | 7%
CCC(C)NC(=O)C(CCSC)NC(=O)c1ccccc1 (stereo unspecified) | 0%
CCOC(=O)c1cn2cccnc2n1 | 13%
Cc1ccc(CCNS(=O)(=O)c2ccc(C)cc2)cc1 | -1%
O=C1CN(c2nnnn2-c2ccccc2)CCN1 | 16%
COc1cccc(NC(=O)C2CCN(Cc3cnn(-c4ccccc4)c3-n3cccc3)CC2)c1 | 1%
Nc1ccccc1C#Cc1ccccc1 | 5%
O=C1C2CC=C(Cl)CC2C(=O)N1CCN1CCOCC1 (stereo unspecified) | -3%
CCCc1c(C)c2c(C)[nH]nc2oc1=O | -2%
CCCCN(NC(C)=O)c1nc(Cl)nc(NC(C)C)n1 | 4%
Cc1cc(C)cc(NS(=O)(=O)c2ccc3oc(=O)ccc3c2)c1 | -4%
COCCN(C(=O)CNC(=O)c1ccco1)C(C(=O)NC1CCCCC1)c1cccs1 (stereo unspecified) | 20%
CCOC(=O)CSc1nnc(-c2cccnc2)o1 | -12%
